Screening data deposited in PubChem BioAssay by Johns Hopkins Ion Channel Center.
MrgX1 PAM = allosterically activates human MrgX1 receptor signaling | B-score at 10 µM | 0.63% of 310,000 active | MrgX1-HEK293, Fluo-4 calcium flux, FDSS; stronger effect = higher value | Q96LB2;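 active = plate-corrected calcium response at least 3 library SD above typical, normal starting fluorescence, not activating the receptor alone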;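 note: compound read alongside a low EC10 to EC30 dose of BAM8-22 agonist; peak minus trough fluorescence over baseline measured at the second addition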
ANO1 block = mouse TMEM16A channel inhibition, primary screen; HEK293 TMEM16A/YFP iodide influx fluorescence, ionomycin; normalized B-score (activity score, 25-100; higher = stronger inhibition) at 10 µM; 1.2% of 310,000 active;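 active = ratio plate-corrected score three or more library SD toward inhibition, starting fluorescence score within five deviations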;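 note: score derived from kinetic fluorescence span divided by baseline fluorescence per well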
KCNQ1 block = inhibitors of human KCNQ1 potassium channel. CHO-K1 KCNQ1, FluxOR thallium flux fluorescence; stronger effect = higher value. B-score at 10 µM. P51787. AID 2642. 1.3% of 310,000 active;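 active = compounds whose thallium flux B-score, printed positive for inhibition, exceeds three library SD while starting fluorescence stays within three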;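 note: channel opened by potassium depolarization with thallium stimulus after 20 min compound exposure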
Target sequence (P51787 whole entry, looked up): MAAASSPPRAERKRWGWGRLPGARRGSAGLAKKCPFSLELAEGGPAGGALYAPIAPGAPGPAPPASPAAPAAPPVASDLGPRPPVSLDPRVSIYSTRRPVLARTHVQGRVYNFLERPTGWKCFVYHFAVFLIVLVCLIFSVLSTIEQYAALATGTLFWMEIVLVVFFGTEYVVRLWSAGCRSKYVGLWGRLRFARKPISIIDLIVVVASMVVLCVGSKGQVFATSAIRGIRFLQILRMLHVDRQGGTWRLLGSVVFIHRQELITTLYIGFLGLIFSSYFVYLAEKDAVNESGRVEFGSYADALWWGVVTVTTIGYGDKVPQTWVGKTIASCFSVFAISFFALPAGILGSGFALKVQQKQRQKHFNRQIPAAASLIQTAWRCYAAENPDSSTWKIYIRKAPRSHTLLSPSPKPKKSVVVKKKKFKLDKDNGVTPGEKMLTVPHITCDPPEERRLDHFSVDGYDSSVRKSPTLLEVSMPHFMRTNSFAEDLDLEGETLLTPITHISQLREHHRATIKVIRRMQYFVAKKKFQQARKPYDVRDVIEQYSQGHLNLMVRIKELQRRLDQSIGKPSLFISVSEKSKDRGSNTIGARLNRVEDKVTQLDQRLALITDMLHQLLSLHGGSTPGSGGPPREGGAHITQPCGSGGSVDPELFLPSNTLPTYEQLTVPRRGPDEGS
RGS4 block = human RGS4 inhibition | 0.45% of 310,000 active | B-score at 10 µM | AID 463165 | HEK293 M3R/RGS4 inducible, Fluo-4 calcium flux; stronger effect = higher value; triggered by carbachol at its EC20;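 active = B-score, a plate-corrected calcium signal, over three deviations above library mean, with baseline fluorescence within five deviations of library mean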;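 note: RGS4 expression induced by doxycycline in cells with stable M3 receptor; B-score is computed from the integrated fluorescence ratio over baseline after carbachol; higher B-score means a larger calcium signal and so more RGS4 inhibition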
KCNK9 block = inhibitors of human KCNK9 two-pore domain potassium channel | B-score at 10 µM | HEK293 KCNK9, FluxOR thallium flux fluorescence; stronger effect = lower value | 1.2% of 310,000 active | AID 488922;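 active = ratio B-score over 3 SD below the library mean, with starting fluorescence within 5 SD of its mean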;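 note: negative B-score means less thallium flux so channel inhibition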
KCNQ1 act = potentiators or activators of human KCNQ1 potassium channel | B-score at 10 µM | 0.35% of 310,000 active | P51787 | CHO-K1 KCNQ1, thallium flux FluxOR fluorescence; stronger effect = higher value;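 active = fluorescence ratio B-score, a plate-corrected score, at least three library SD, with initial intensity B-score within 5 SD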
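Medium – assay buffer, equal DMSO in all wells · Material – CHO-K1 cell line with stable KCNQ1 potassium channel expression · Signal – kinetic FluxOR thallium fluorescence, 10-s 1-Hz baseline, 110-s post-stimulus read · Compound – single concentration per compound, DMSO matched to controls · Schedule – 37 °C overnight plating, 90-min dark dye load, 20-min compound pretreatment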
hERG rescue = hERG (human) protection from proarrhythmic block. Q12809. CHO-hERG, FluxOR thallium flux, dofetilide IC70 present. activation (rescue from dofetilide block), less the hit threshold, % at 10 µM. 0.51% of 310,000 active. AID 1511;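 active = activation above the mean of controls blocked by dofetilide plus 5 SD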;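 note: thallium influx through hERG after potassium depolarization seen as dye fluorescence rise; in these data hits start at about 4.7%; inactives centre near -7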
TMEM16A act = mouse TMEM16A channel activation, primary screen. Q8BHY3. AID 623877. 0.3% of 340,000 active. HEK293 TMEM16A/YFP-H148Q/I152L, iodide quench fluorescence; stronger effect = lower value. B-score at 10 µM;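 active = fluorescence-ratio B-score plate-corrected deviation score at least 3 library SD below zero, with starting fluorescence score within 5 deviations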;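 note: channel opened by trigger with iodide after compound preincubation; score built on the fluorescence ratio of max minus min over baseline; more negative score means more quench and so TMEM16A activation or potentiation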
RGS4 act = potentiators or activators of RGS4 | HEK293 M3R/inducible RGS4, carbachol calcium flux Fluo4; stronger effect = lower value | AID 463111 | B-score at 10 µM | 0.92% of 310,000 active;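 active = B-score of the integrated calcium signal more than 4 SD below the library mean, with starting fluorescence not abnormally high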;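 note: negative B-score means reduced calcium response which marks RGS4 activation or potentiation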
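Test system: HEK293 cells with stable M3R and inducible RGS4; also added: carbachol at ECmax as muscarinic agonist stimulus; schedule: dye loading 30 min 37 °C, buffer rest 30 min RT; technique: kinetic calcium fluorescence imaging with Fluo4-AM dye, 2 µM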
KCNK3 block = human KCNK3 channel inhibition, primary screen; AID 602410; B-score at 10 µM; 0.84% of 340,000 active; O14649; CHO-KCNK3 thallium flux, FluxOR fluorescence; stronger effect = lower value;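 active = B-score under library mean minus 4 SD, starting fluorescence ratio at most library mean plus 5 SD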;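 note: more negative B-score means stronger inhibition of thallium flux through KCNK3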
Target sequence (O14649 whole entry, looked up): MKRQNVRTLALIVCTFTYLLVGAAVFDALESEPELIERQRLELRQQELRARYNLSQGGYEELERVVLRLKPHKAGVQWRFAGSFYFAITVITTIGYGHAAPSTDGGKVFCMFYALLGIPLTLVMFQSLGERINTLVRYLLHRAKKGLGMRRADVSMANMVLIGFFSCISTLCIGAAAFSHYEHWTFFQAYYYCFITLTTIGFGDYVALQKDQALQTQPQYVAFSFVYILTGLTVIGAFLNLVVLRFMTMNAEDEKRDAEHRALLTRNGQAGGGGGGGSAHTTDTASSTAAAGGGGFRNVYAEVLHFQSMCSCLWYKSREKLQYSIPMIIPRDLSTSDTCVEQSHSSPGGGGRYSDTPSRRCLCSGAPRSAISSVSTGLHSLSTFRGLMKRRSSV
MrgX1 ag = agonists of human MrgX1 receptor. MrgX1-HEK293 cells, Fluo-4 calcium fluorescence, agonist mode; stronger effect = higher value. B-score at 10 µM. 0.44% of 310,000 active. AID 588627;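 active = calcium response B-score plate-corrected fluorescence ratio at least 3 library SD, with starting fluorescence B-score inside 5 SD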
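Assay system: stable human MrgX1 HEK293 cell line. Quantity: 15,000 cells per well. Schedule: cells plated overnight, dye loaded 0.5 h 37 °C, 0.5 h room temperature. Detection: Fluo-4 NW calcium-flux fluorescence, kinetic read. Read-out basis: peak-minus-minimum fluorescence over baseline, converted to B scores. Control set: positive and negative control wells on each plate.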
An asterisk follows results filed as active; i = inactive. Rows were taken by chance; about 6.3% have a hit in one of these screens.

SMILES	MrgX1 PAM	ANO1 block	KCNQ1 block	RGS4 block	KCNK9 block	KCNQ1 act	hERG rescue	TMEM16A act	RGS4 act	KCNK3 block	MrgX1 ag
Cc1ccc(Nc2nc3ccccc3c(=O)[nH]2)cc1C	i	i	i	i	i	i	-10	i	i	i	i
Cc1ccc(S(=O)(=O)Nc2ccc(NC(=O)c3ccc(F)cc3)cc2)cc1	i	i	i	i	i	i	-2	i	i	i	i
CCOc1ccc(C2C(C(=O)c3ccco3)=C(O)C(=O)N2Cc2cccnc2)cc1OC (centres undefined)	i	i	i	i	i	i	-7	i	i	i	i
Cc1cccc(CSc2[nH]c(=O)ncc2C)c1	i	i	i	i	i	i	-6	i	i	i	i
CC(C)C(=O)N1CCC2(CC1)Oc1ccc(F)cc1C(=O)C21CC(c2ccc(Cl)cc2)=NO1 (centres undefined)	i	i	i	i	i	i	-8	i	i	i	i
COc1cccc(NC(=O)CCNC(=O)c2ccccc2Cl)c1	i	i	i	i	i	i	-12	i	i	i	i
CCc1ccccc1NC(=O)Nc1ccc(F)cc1F	i	i	i	i	i	i	-5	i	i	i	i
Cc1cc(N2C(=O)C(O)=C(C(=O)c3ccco3)C2c2cccc(Oc3ccccc3)c2)no1 (centres undefined)	i	i	i	i	i	i	-5	i	i	i	i
C=CCn1c(SCn2nnc3ccccc3c2=O)nnc1-c1ccc(F)cc1	i	i	i	i	i	i	-3	i	i	i	i
CC1=C/C(=N\N=C2\NC(=O)C(CC(=O)Nc3ccccc3)S2)CC(C)(C)C1 (centres undefined)	i	i	i	i	i	i	-6	i	i	i	i
OCCN1CCN(CC(O)COc2ccc(Cl)cc2)CC1 (centres undefined)	i	i	i	i	i	i	-4	i	i	i	i
OCC1(Cc2ccccc2)CCCN(Cc2ccc(-c3ccco3)cc2)C1 (centres undefined)	i	i	i	i	i	i	-16	i	i	i	i
CCC(c1nnnn1C(C)(C)CC)N(CCCO)Cc1cc2cccc(C)c2[nH]c1=O (centres undefined)	i	i	i	i	i	i	-3	i	i	i	i
O=C(CCCn1nnnc1CN1CCOCC1)N1CCC(c2ccc(F)cc2)C1 (centres undefined)	i	i	i	i	i	i	-7	i	i	i	i
Cc1ccc(NC(=O)Cn2cc([N+](=O)[O-])nc2C)cc1C	i	i	i	i	i	i	-10	i	i	i	i
CN1CC(=O)N(CC(=O)Nc2cc(Cl)cc(Cl)c2)C1=O	i	i	i	i	i	i	-8	i	i	i	i
Cn1c2ccccc2c(=O)c2c(O)cccc21	i	i	i	i	i	i	-5	i	i	i	i
Cc1ccc(NC(=O)C2CC(=O)N(Cc3ccccc3)C2)cc1S(=O)(=O)N1CCCCCC1 (centres undefined)	i	i	i	i	i	i	-4	i	i	i	i
Cc1cc(=O)[nH]c(SCC(=O)Nc2ccnc3ccccc23)n1	i	i	i	i	i	i	-6	i	i	i	i
CCOc1ccc(Nc2ccc3nonc3c2[N+](=O)[O-])cc1	i	i	i	i	i	i	-8	i	i	i	i
CCCn1c(N)c(C(=O)CSc2nc(C)cs2)c(=O)[nH]c1=O	i	i	i	i	i	i	-8	i	i	i	i
CCN1CCC(NC(=O)Nc2cccc(C(F)(F)F)c2)CC1	i	i	i	i	i	i	-12	i	i	i	i
COCCNC(=O)CCc1c(C)nc2c(c(C)nn2-c2ccc(C)c(C)c2)c1C	i	i	i	i	i	i	-5	i	i	i	i
COc1ccc2c(c1OC)CCC2=O	i	i	i	i	i	i	-3	i	i	i	i
CSCC[C@H](NC(=O)N1CCn2c1nc1ccccc12)C(=O)NC1CCCCC1	i	i	i	i	i	i	-4	i	i	i	i

Carrying on.
SMILES	MrgX1 PAM	ANO1 block	KCNQ1 block	RGS4 block	KCNK9 block	KCNQ1 act	hERG rescue	TMEM16A act	RGS4 act	KCNK3 block	MrgX1 ag
C/C(=C\C(=O)c1ccc(Br)cc1)Nc1ccc(Cl)cc1	i	i	i	i	i	i	-7	i	-7.2*	i	i
CCOC(=O)c1nn(C)c(C)c1Cl	i	i	i	i	i	i	-3	i	i	i	i
Cc1ccccc1NC(=O)C(C)c1ccc(-c2ccccc2)c(F)c1 (centres undefined)	i	100*	i	i	i	i	-5	i	i	i	i
Cc1ccc(S(=O)(=O)N(CC(=O)NCCSc2ccccn2)c2ccc(C)c(C)c2)cc1	i	i	i	i	i	i	-13	i	i	i	i
O=C(Nc1ccccc1F)c1ccc(-n2cncn2)nc1	i	i	i	i	i	i	-1	i	i	i	i
Cc1cc2oc(C(=O)N(Cc3cccs3)C3CCS(=O)(=O)C3)cc(=O)c2cc1Cl (centres undefined)	i	i	i	i	i	i	-7	i	i	i	i
O=C(/C=C/c1ccccc1[N+](=O)[O-])N1CCCCC1	i	i	i	i	i	i	-11	i	i	i	i
COC(=O)c1cc(OC)c(OC)cc1NC(=O)CSc1ccccc1	i	i	i	i	i	i	-9	i	i	i	i
CCOC(=O)c1c(C)n(C)c2ccc(O)c(CN(CC)CC)c12	i	i	i	i	i	i	-2	i	i	i	i
COC(=O)[C@H](Cc1ccccc1)NC(=O)Nc1ccc(OC)cc1	i	i	i	i	i	i	-1	i	i	i	i
CCOC(=O)c1sc(/S(C)=N\S(=O)(=O)c2cccc(Cl)c2)c2c1CCC=C2 (centres undefined)	i	i	i	i	i	i	-2	i	i	i	i
Cc1cc2cc(CNC(=O)C3CC3)ccc2n1C	i	100*	i	i	i	i	-1	i	i	i	i
Cc1cccc(Nc2nc(N)c([N+](=O)[O-])c(N3CCOCC3)n2)c1	i	i	i	i	i	i	-7	i	i	i	i
O=C1[C@@H]2[C@H](C(=O)N1Cc1cccnc1)[C@H]1C=C[C@@H]2C1	i	i	i	i	i	i	-4	i	i	i	i
CC(O)Cn1c(=O)c2c(nc(Br)n2Cc2ccccc2)n(C)c1=O (centres undefined)	i	i	i	i	i	i	-6	i	i	i	i
COc1cc(S(=O)(=O)NCCN2CCOCC2)ccc1-n1cnnn1	i	i	i	i	i	i	-3	i	i	i	i
CN1C(=O)[C@H](Cc2ccc([N+](=O)[O-])cc2)NC1=S	i	i	i	i	i	i	-5	i	i	i	i
O=C(COC(=O)c1ccc(S(=O)(=O)N2CCOCC2)cc1)NCc1cccs1	i	i	i	i	i	i	-4	i	i	i	i
CC1=C(C(=O)Nc2ccccn2)C(c2ccc(Cl)cc2)NC(=S)N1 (centres undefined)	i	i	i	i	i	i	-3	i	i	i	i
NC(=S)N=Nc1c(O)n(C2OC(=O)c3ccccc32)c2ccccc12 (centres undefined)	i	i	i	i	i	i	1	i	i	i	i
CCOC(=O)N1CCN(S(=O)(=O)c2ccc(OCC)cc2)CC1	i	i	i	i	i	i	-13	i	i	i	i
Cn1c(=O)[nH]c(=O)c2c1nc(Br)n2CCSc1ncccn1	i	i	i	i	i	i	-3	i	i	i	i
COCCN(C)C(=O)CC1C(=O)NCCN1CC(c1ccccc1)c1ccccc1 (centres undefined)	i	i	i	i	i	i	-9	i	i	i	i
O=C(COC(=O)C1c2ccccc2Oc2ccccc21)NC1CCS(=O)(=O)C1 (centres undefined)	i	i	i	i	i	i	-11	i	i	i	i
S=c1nc(-c2ccccc2)[nH]n1-c1ccccc1	i	i	i	i	i	74*	15*	i	i	i	i

Later entries
SMILES	MrgX1 PAM	ANO1 block	KCNQ1 block	RGS4 block	KCNK9 block	KCNQ1 act	hERG rescue	TMEM16A act	RGS4 act	KCNK3 block	MrgX1 ag
COCC(=O)N1CCCC(C(=O)c2ccc(-c3ccccc3)c(F)c2)C1 (centres undefined)	i	i	i	i	i	i	-26	i	i	i	i
COc1ccc(N(C(=O)Nc2ccc(Cl)cc2)C2=NCCC2)cc1	i	25*	12*	i	i	i	-10	i	-10*	i	i
Cc1cccc(NC(=S)NC2CCSc3ccccc32)c1 (centres undefined)	i	i	i	i	i	i	-12	i	i	i	i
CC(C)n1cc(C(=O)N2CCCC(N3CCN(c4ccc(F)cc4)CC3)C2)cn1 (centres undefined)	i	i	i	i	i	i	-8	i	i	i	i
O=C(O)c1ccn2c(C(=O)c3ccc(Cl)cc3)c(-c3ccccc3)cc2c1	i	i	i	i	i	i	-7	i	i	i	i
CCOC(=O)c1c(S(=O)(=O)NCC(=O)N2CCN(c3ccccc3)CC2)c(C)n(C)c1C	i	i	i	i	i	i	-5	i	i	i	i
COc1cc(S(=O)(=O)NCCCn2ccnc2)ccc1F	i	i	i	i	i	i	-4	i	i	i	i
COc1ccc(N2CCN(S(=O)(=O)c3cccs3)CC2)cc1	i	i	i	i	i	i	-7	i	i	i	i
O=C1N/C(=C/c2ccco2)C(=O)N1Cc1ccccc1F	i	i	i	i	i	i	-7	i	i	i	i
CS(=O)(=O)N1CCN(c2ccc(NC(=O)CSc3nnc(-c4ccco4)o3)cc2)CC1	i	i	i	i	i	i	-9	i	i	i	i
COc1ccc(CC(=O)NNC(=S)Nc2ccccc2)cc1Cl	i	i	i	i	i	i	-11	i	i	i	i
Cc1ccc(NC(=O)c2c(O)c3ccccc3n(C)c2=O)nc1	i	i	i	i	i	i	-9	i	i	i	i
Cc1cc(C)c2sc(N(CCCN(C)C)C(=O)c3ccc(S(=O)(=O)N(C)Cc4ccccc4)cc3)nc2c1	i	i	i	i	i	i	-32	i	i	i	i
CCNCc1cc2cc(C)ccc2[nH]c1=O	i	i	i	i	i	i	-7	i	i	i	i
Cc1ccc(S(=O)(=O)NCCCN2CCCC2)cc1	i	i	i	i	i	i	-7	i	i	i	i
Cc1ccc(S(=O)(=O)N2CCC(C(=O)OCC(=O)N(C)c3ccccc3)CC2)cc1C	i	i	i	i	i	i	-10	i	i	i	i
CC(/C=N/NC(=O)Cn1nnc(N)n1)=C\c1ccc(C(C)C)cc1	i	i	i	i	i	i	-3	i	i	i	i
Cc1ccc(S(=O)(=O)Nn2c(C)nnc2-n2nc(C)cc2C)cc1	i	i	i	i	i	i	-12	i	i	i	i
COC(=O)/C=C1\S/C(=N/N=C/c2ccc(Cl)cc2)NC1=O	i	i	i	i	i	i	-5	i	i	i	i
